# Screening data (PubChem BioAssay)
# RORg inh: ROR gamma (mouse) transcription inhibition | P51450 | Drosophila S2 Gal4-RORgamma UAS-luciferase reporter, 20 h | Potency, µM (top dose mostly 53.6 µM), without a hit: at the top dose activity change, negative = inhibition, hits mostly inhibitors | hit rate 5.4% among 310,000 | AID 2551; note: potency is the fitted concentration of half-maximal effect; % is set by controls: 0 for no effect and ±100 for the full control effect; nearly all actives have a fitted effect of over 60% in size
#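 A Gal4/UAS one-hybrid system in insect cells: metallothionein-promoter Gal4–ROR gamma fusion plus Photinus luciferase reporter. Copper sulfate 700 uM final, 20 hr ambient incubation, luminescent detection after 10 min with reagent.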
# KCNH2 3.1 block: inhibitors of human KCNH2 3.1 potassium channel isoform; hit rate 0.95% among 340,000; AID 720553; U2OS KCNH2 3.1, thallium flux FluxOr; active compounds read low; activity change, % (tested at about 1.8 µM);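 active = maximum activity change below -70%; inconclusive = maximum activity change from -70% to -50%; inactive = maximum activity change above -50%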;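 note: thallium influx rate constant from kinetic fluorescence after stimulation buffer; % is set by controls: 0 for no effect and ±100 for the full control effect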
#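 Kinetic fluorescence (2 min after stimulation buffer) measures Tl+ influx through KCNH2 3.1 expressed by viral transduction in U2OS cells; the rate constant is normalized against DMSO controls serving as positive and negative references.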
# ELG1 genotoxic: induces genotoxicity in HEK293T cells with luciferase-tagged ELG1; HEK293T ELG1-luciferase reporter, luminescence, 16 h; Potency, µM (highest dose often 46 µM), without a hit: top-dose activity change, positive = activation, hits mostly activators; hit rate 1.3% among 330,000; AID 504466; note: potency is the fitted concentration of half-maximal effect; % of control where 0% means no effect; nearly all actives have a fitted effect of over 60% in size
#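 Genotoxic stress is detected as increased luminescence from luciferase-tagged ELG1 in HEK293T cells, measured with ONE-Glo after a 16 hr treatment at 37 °C.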
# uPA surface inh: inhibitors of cell surface uPA generation. hit rate 0.31% among 330,000. cell surface uPA generation assay, qHTS. Potency, µM (series often up to 38.3 µM), without a hit: top-dose activity change, negative = inhibition, most hits filed as inhibitors; active = well fitted inhibition curve with a large enough effect; inconclusive = small, poorly fitted or top-dose-only effect; inactive = no such curve, though single readings can be large or run the other way; tested in mouse RAW 264.7 cells; note: potency is the fitted concentration of half-maximal effect; % is set by controls: 0 for no effect and ±100 for the full control effect; nearly all actives have a fitted effect of over 55% in size
# VP16 counter: Gal4-VP16 reporter inhibition counter-screen | AID 2546 | hit rate 3.5% among 310,000 | Drosophila S2 Gal4-VP16 UAS-luciferase, luminescence, 20 h | Potency, µM (series often up to 53.6 µM), without a hit: top-dose activity, negative = inhibition, hits mostly inhibitors;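 note: Gal4-VP16 expression switched on by copper sulfate through the metallothionein promoter; potency is the fitted concentration of half-maximal effect; % is set by controls: 0 for no effect and ±100 for the full control effect; nearly all actives have a fitted effect of over 50% in size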
# Rab9 prom act: activators of Rab9 promoter | Huh7 Rab9 promoter-luciferase reporter, luminescence, 24 h | Potency, µM (series often up to 9.22 µM), without a hit: at the top dose activation, negative = inhibition, actives largely listed as activators | hit rate 2.8% among 320,000 | AID 485297; note: potency is the fitted concentration of half-maximal effect; % of control where 0% means no effect; nearly all actives have a fitted effect of over 60% in size
#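 Using Huh7 cells stably transfected with Rab9 promoter–luciferase, compounds were incubated 24 h at 37 °C, 5% CO2; luciferase luminescence was read 10 min after reagent addition.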
# Tb PFK block: T. brucei PFK enzyme inhibition | Potency, µM (titrated, usually from 57.5 µM), inactives show top-dose activity, negative = inhibition, actives largely listed as inhibitors | AID 485367 | O15648 | T. brucei PFK, ADP-Glo luminescence | hit rate 0.17% among 330,000;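 note: potency is the fitted concentration of half-maximal effect; 0% = uninhibited 1x PFK enzyme wells and -100% = no-enzyme wells; nearly all actives have a fitted effect of over 60% in size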
# Target sequence (O15648 whole entry, looked up): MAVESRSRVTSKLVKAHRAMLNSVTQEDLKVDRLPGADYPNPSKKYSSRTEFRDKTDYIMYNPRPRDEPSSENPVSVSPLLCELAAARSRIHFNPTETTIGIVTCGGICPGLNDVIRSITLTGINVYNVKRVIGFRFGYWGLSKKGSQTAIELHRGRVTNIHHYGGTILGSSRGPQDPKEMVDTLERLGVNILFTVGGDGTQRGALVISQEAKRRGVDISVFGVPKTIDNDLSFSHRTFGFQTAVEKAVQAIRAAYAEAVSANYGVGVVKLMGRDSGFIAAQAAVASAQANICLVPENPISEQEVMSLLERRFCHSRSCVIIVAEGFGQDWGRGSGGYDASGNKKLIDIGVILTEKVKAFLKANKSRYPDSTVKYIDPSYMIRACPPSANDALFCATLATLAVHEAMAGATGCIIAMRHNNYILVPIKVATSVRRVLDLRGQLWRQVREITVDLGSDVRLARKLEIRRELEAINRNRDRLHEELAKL
#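 Compounds were pin-transferred as a titration series up to 57 uM into substrate buffer (0.5 mM F6P, 0.1 mM ATP, pH 8.0), then 1.25 nM PFK was added and reactions ran 45 min before ADP-Glo detection.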
# NPC1 promoter act: NPC1 promoter activation; Huh7 NPC1 promoter luciferase reporter, 24 h; Potency, µM (top dose mostly 9.22 µM), without a hit: at the highest dose activation, usual class: activators; hit rate 2.4% among 320,000;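 note: potency is the fitted concentration of half-maximal effect; % of control where 0% means no effect; nearly all actives have a fitted effect of over 60% in size; reporter is driven by a mutant NPC1 promoter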
#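 Stable NPC1-promoter luciferase Huh7 line; cpd (DMSO) 24 h, 37 °C, 5% CO2; Amplite luciferase reagent 10 min RT; luminescence readout. qHTS format.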
# Giardia killer: kills Giardia lamblia; AID 540267; hit rate 0.15% among 340,000; Giardia lamblia trophozoite viability; activity change, % at 7.66 µM, hits read low; in the data active = activity change below about -80%; inconclusive = between about -30% and that limit;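 note: parasites exposed to compound for two days anaerobically before the ATP read; % is set by controls: 0 for no effect and ±100 for the full control effect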
#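 Trophozoite viability was measured as ATP-dependent luminescence, read 15-30 min after reagent addition. Before that, parasites at 100 cells/well were exposed to compounds for 48 h, anaerobically, at 37 deg C.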
# FLuc counter: inhibits or activates purified firefly luciferase, miR-21 counter-screen; Potency, µM (highest dose often 57.5 µM), for the others: top-dose activity change, negative = inhibition, usual class: inhibitors; hit rate 6.9% among 360,000; P08659; purified FLuc, Km substrates, luminescence inhibition; AID 588342;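 note: potency is the fitted concentration of half-maximal effect; plate controls were vehicle for no effect and reference inhibitor for full effect; nearly all actives have a fitted effect of over 55% in size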
# Target sequence (P08659 whole entry, looked up): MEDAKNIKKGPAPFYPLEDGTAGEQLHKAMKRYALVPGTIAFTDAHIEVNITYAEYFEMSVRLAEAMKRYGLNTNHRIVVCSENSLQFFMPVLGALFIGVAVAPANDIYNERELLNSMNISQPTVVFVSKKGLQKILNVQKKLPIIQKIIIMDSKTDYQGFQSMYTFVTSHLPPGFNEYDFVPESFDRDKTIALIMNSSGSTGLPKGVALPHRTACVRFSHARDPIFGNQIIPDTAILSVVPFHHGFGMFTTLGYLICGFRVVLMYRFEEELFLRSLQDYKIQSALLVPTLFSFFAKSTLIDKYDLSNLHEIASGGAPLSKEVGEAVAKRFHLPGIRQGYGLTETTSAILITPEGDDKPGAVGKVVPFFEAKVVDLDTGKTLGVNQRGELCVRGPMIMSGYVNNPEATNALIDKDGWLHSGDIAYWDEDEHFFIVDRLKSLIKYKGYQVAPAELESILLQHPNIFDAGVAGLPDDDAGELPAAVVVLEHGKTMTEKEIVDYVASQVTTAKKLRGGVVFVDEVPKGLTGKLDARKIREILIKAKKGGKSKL
#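 Biochemical qHTS of compounds, final roughly 60 µM downward over six points, against 10 nM purified firefly luciferase using Km concentrations of substrates (10 uM D-luciferin, 10 uM ATP) in Tris acetate pH 7.5 buffer; luminescence output.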
# Coupling enz: coupling enzyme interference in Giardia aldolase counter-screen | coupling enzyme system counterscreen, AmpLite Red fluorescence | activity change, negative = inhibition, % at 58.2 µM, hits read low | hit rate 0.67% among 290,000; in the data active = activity change below about -30%; note: % is set by controls: 0 for no effect and ±100 for the full control effect
#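 Compounds tested against the coupling enzymes alone at 57.5 uM final; readout was AmpLite Red fluorescence (525/598 nm) after 20 min at RT.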
# An asterisk follows results filed as active; ? = inconclusive; . = no result given; & = joins results of further samples; [ ] = remark or other dose. Unless noted, calls come from the whole dose curve; as a rule, active = well fitted curve in the direction sought with a large enough effect; inconclusive = small, poorly fitted or top-dose-only effect, or another doubt; inactive = no such curve, though single readings can be large; an effect the other way counts as inactive or inconclusive.
# Every second line gives: RORg inh	KCNH2 3.1 block	ELG1 genotoxic	uPA surface inh	VP16 counter	Rab9 prom act	Tb PFK block	NPC1 promoter act	Giardia killer	FLuc counter	Coupling enz
Fc1ccc2nc3[nH]c4ccccc4c3nc2c1
 : ?	11	?	-11%	-13%	3.2µM*	3%	3.2µM*	-19	1.9µM*	-8
Cc1ccc(C(=O)NCCNC(=O)CN2CCOCC2)cc1
 : -11%	-11	0%	5%	-1%	4%	1%	-3%	-1	0%	2
CCC(COC)NC(=O)c1ccc(OC)c(OC2CCN(C(C)=O)CC2)c1 (stereo not given)
 : -21%	9	7%	4%	0%	-2%	1%	-5%	11	-1%	2
COc1ccc(C2/C=C\CN(C(=O)NC(C)C)CC(=O)N2Cc2ccc(F)cc2)cc1 (stereo not given)
 : 21%&0%	-8	-1%	5%	6%&-4%	-26%	1%	-4%	5&-29	1%	0&5
NS(=O)(=O)c1ccc(NC(=S)NC(=O)c2cccc(Br)c2)cc1
 : 11µM*	-24	-7%	-7%	-5%	10%	0%	-4%	6	-8%	-2
Cc1oc(CSCC2CCCO2)cc1C(=O)O (stereo not given)
 : ?	-3	2%	-2%	4%	0%	0%	-1%	17	3%[2.3 µM]	-1
CCN1C(=O)/C(=C\N(C)C)S/C1=N\S(=O)(=O)c1ccc(C)cc1
 : 32%	0	6%	6%	-2%	-2%	2%	-2%	-17	0%	1
COc1cc(C(=O)NCCC(C)C)c([N+](=O)[O-])cc1OC
 : -2%	8	3%	3%	-7%	2%	-1%[0.46 µM]	1%	2	2%	3
CCSc1nncn1/N=C/c1ccc(OC)c(OC)c1
 : 11%	.	?	-14%	27%	23%	-10%	8%	-4	?	0
CC(C)CCn1nnnc1C(C(C)C)N1CCC(C(N)=O)CC1 (stereo not given)
 : 1%	1	3%	1%	-7%	-2%	-2%	0%	-14	1%	-4
Nc1cc(=O)[nH]c(=S)n1-c1ccccc1
 : 17%	4	0%	-8%	-1%	2%	-4%	-1%	31[activator]	3%	1
NC(CC(=O)NC(c1ccccc1)(c1ccccc1)c1ccccc1)C(=O)O (stereo not given)
 : 0%	-7	2%	1%	-4%	-3%	-3%	-3%	3	-2%	0
COc1ccc(-n2ncc(C(=O)NC3CC3)c2C2CCN(C(=O)OC(C)(C)C)CC2)cc1
 : 2%	1	-2%[9.26 µM]	2%	-1%	-4%	1%	-5%	8	-2%	-1
Cc1onc(-c2ccccc2Cl)c1C(=O)Oc1cc(N)n(S(=O)(=O)c2ccc(F)cc2)n1
 : 0%	-20	-2%	-7%	-3%	4%	-3%	0%	4	-1%	-4
C=CCNC(=O)c1ccccc1NC(=O)C1CCN(S(=O)(=O)c2ccc(SC)cc2)CC1
 : 26%	-30	-6%	9%	-9%	3%	-7%	0%	-17	2%	0
O=C(N[C@@H]1C/C=C\C[C@H](CC(=O)N(CCO)Cc2ccccc2)C(=O)N[C@@H](Cc2ccccc2)COC1=O)OCC1c2ccccc2-c2ccccc21
 : .	-18	9%	?	.	.	7%	.	-20	.	.
CCOC(=O)Cc1csc(NC(=O)CSc2nnc(C(C)C)n2CC)n1
 : 11%	-2	-1%	-2%	-17%	-6%	-4%	-5%	12	0%	0
C=CCN1C(=O)C(CC(=O)Nc2ccc(C)cc2)SC1=Nc1c(C)n(C)n(-c2ccccc2)c1=O (stereo not given)
 : -16%	-8	1%	-4%	8%	2%	2%	0%	-5	0%	2
O=C(Nc1ccc2[nH]c(=S)sc2c1)Nc1ccccc1F
 : 8%	21	0.58µM*	-6%	-8%	0.13µM*	-15%	0.11µM*	-4	21µM*	0
COc1cc(C(=O)Nn2c(O)c(C3=c4ccccc4=NC3=O)sc2=S)ccc1O
 : -29%	5	-3%	-27%	-16%	-3%	15%	-1%	?	?	-6
Cc1cccc(-n2c(SCCC(=O)O)nnc2-c2cccs2)c1C
 : -21%	13	1%	2%	27%	2%	1%	2%	0	-2%	2
CCCN1CCN(C(=O)c2c(Cl)cnn2C)CC1
 : -19%	-1	0%	-5%	0%	-3%	-3%	-5%	-4	6%	.
Cc1ccc(N2CC(=O)N(NC(=O)Nc3ccc(Cl)c(Cl)c3)CC2=O)cc1
 : 12%	4	5%	-6%	-2%	-2%	-15%	1%	-14	0%	0
Cc1sc(NC(=O)CSc2nnc(CCNC(=O)c3cccs3)n2C)nc1-c1ccccc1
 : 12%	-16	-6%	.	-6%	0%	-3%	-3%	2	-1%	2
Cc1ccc(CN(C)C(=O)C2CCCN2C(=O)c2cccs2)o1 (stereo not given)
 : 2%	-22	2%	.	-15%	-12%	6%	-1%	-9	1%	1
CCCCSc1nnc([C@H](CC(C)C)NC(=O)OC(C)(C)C)o1
 : 1%	0	-2%	4%	5%	0%	-1%	0%	6	-2%	4
CCOC(=O)C1=C(C)NC(=O)NC1c1c(C)nn(-c2ccccc2)c1Cl (stereo not given)
 : -15%	2	4%	3%	2%	3%	-16%	1%	4	-1%	0
OC(COc1cccc2ccccc12)CN1CCCC1 (stereo not given)
 : 15%	-7	1%	6%	-1%	1%	2%	2%	-8	-1%	.
Cc1ccc(-c2[nH]c(-c3ccc(C(=O)O)cc3)nc2-c2ccccc2)cc1
 : 27%	2	5%	-3%	-7%	0%	-6%	-2%	-2	?	3
O=C(COC(=O)C1CCN(S(=O)(=O)c2ccc3c(c2)OCCO3)CC1)Nc1cccc2ccccc12
 : -10%	7	-1%	7%	-5%	2%	2%	0%	-19	?	2

# Some of the entries so far, tab-delimited.
smiles	RORg inh	KCNH2 3.1 block	ELG1 genotoxic	uPA surface inh	VP16 counter	Rab9 prom act	Tb PFK block	NPC1 promoter act	Giardia killer	FLuc counter	Coupling enz
COc1ccc(C2/C=C\CN(C(=O)NC(C)C)CC(=O)N2Cc2ccc(F)cc2)cc1 (stereo not given)	21%&0%	-8	-1%	5%	6%&-4%	-26%	1%	-4%	5&-29	1%	0&5
NS(=O)(=O)c1ccc(NC(=S)NC(=O)c2cccc(Br)c2)cc1	11µM*	-24	-7%	-7%	-5%	10%	0%	-4%	6	-8%	-2
Cc1oc(CSCC2CCCO2)cc1C(=O)O (stereo not given)	?	-3	2%	-2%	4%	0%	0%	-1%	17	3%[2.3 µM]	-1
CCN1C(=O)/C(=C\N(C)C)S/C1=N\S(=O)(=O)c1ccc(C)cc1	32%	0	6%	6%	-2%	-2%	2%	-2%	-17	0%	1
COc1cc(C(=O)NCCC(C)C)c([N+](=O)[O-])cc1OC	-2%	8	3%	3%	-7%	2%	-1%[0.46 µM]	1%	2	2%	3

# Entries of single compounds from above. Values in the order: RORg inh, KCNH2 3.1 block, ELG1 genotoxic, uPA surface inh, VP16 counter, Rab9 prom act, Tb PFK block, NPC1 promoter act, Giardia killer, FLuc counter, Coupling enz
# Shown for `OC(COc1cccc2ccccc12)CN1CCCC1` (stereo not given) = 15%, -7, 1%, 6%, -1%, 1%, 2%, 2%, -8, -1%, .
# Shown for `C=CCNC(=O)c1ccccc1NC(=O)C1CCN(S(=O)(=O)c2ccc(SC)cc2)CC1` = 26%, -30, -6%, 9%, -9%, 3%, -7%, 0%, -17, 2%, 0

# Later entries:
# Every second line gives: RORg inh	KCNH2 3.1 block	ELG1 genotoxic	uPA surface inh	VP16 counter	Rab9 prom act	Tb PFK block	NPC1 promoter act	Giardia killer	FLuc counter	Coupling enz
CN(C(=O)CSc1nc2[nH]ncc2c(=O)[nH]1)c1ccccc1
 : .	12	1%	1%	.	-1%	-5%	0%	-26	1%	.
COC(=O)C1(Cc2cc(-c3ccc([N+](=O)[O-])cc3)no2)CCN(C(=O)OC(C)(C)C)CC1
 : .	-2	-1%	-6%	.	-8%	0%	0%	-28	3%	.
CCOc1ccc(CN2CCN(CC3CC3)CC2CCO)cc1 (stereo not given)
 : 5%	-3	0%	24%	0%	-2%	-4%	-5%	-3	-2%	0
O=C(CSc1ccc(Cl)cc1)Nc1ccc(NC(=O)c2ccco2)cc1
 : ?	-2	3%	2%	-25%[0.365 µM]	20%	-3%	17%	8	12%	-3
Cc1ccccc1NC(=O)CSC1=NCCN1
 : 0%	-3	-3%	-11%	-9%	0%	4%	1%	-27	-1%	2
COC(=O)c1ccc(C)c(NC(=O)CN(c2cc(OC)ccc2OC)S(C)(=O)=O)c1
 : 2%	16	1%	-18%	-3%	0%	1%	-3%	-12	2%	4
CCOc1ccc(N2C(=O)CC(N3CCN(C4CCc5ccccc5C4)CC3)C2=O)cc1 (stereo not given)
 : 7%	-39	3%	1%	-8%	0%	-3%	-2%	-13	-2%	1
Cc1ccccc1/[N+]([O-])=C/c1ccncc1
 : 6%	-10	-1%	2%	1%	-7%	-30%	0%	-8	1%	-2
CN1C(=O)c2c(sc3c2CC(C)(C)SC3)N2CCN=C12
 : 11%	23	-3%	0%	-3%	-3%	3%	0%	-9	5%	0
Cc1cc2c(NC3CCCCC3)ncnc2s1
 : ?	-7	0%	-4%	13µM*	-11%	-6%	-1%	2	-4%	-4

# Rows were taken by chance. Share with any hit: about 14%.
